Bioassay records deposited in PubChem by several laboratories.
MrgX1 PAM = positive allosteric modulators of MrgX1, primary screen, HEK293 cells, Fluo-4 calcium flux. Mas-related G-protein coupled receptor member X1 (Homo sapiens), Q96LB2. FDSS; hits give high values. hit rate 0.63% among 310,000. B-score at 10 µM. AID 588675, 2011;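 active means plate-corrected calcium response at least 3 library SD above typical, normal starting fluorescence, not activating the receptor alone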;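 further: compound read alongside a low EC10 to EC30 dose of BAM8-22 agonist; peak minus trough fluorescence over baseline measured at the second addition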
PolyA inh = polyadenylation inhibitors in yeast reporter cells, primary screen, luminescence, S. cerevisiae | calls only at 12 µM | hit rate 0.02% among 300,000 | S. cerevisiae SKY197-pL101 polyadenylation reporter, beta-gal luminescence; efflux-impaired pdr1/pdr3 knockout yeast; score 100 = 6 SD above DMSO;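 active means lowest replicate activity score at least 50, where 100 means six control SD above control mean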;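 further: yeast exposed to compound for 9 h at 30 °C; higher score means more reporter readthrough which indicates perturbed polyadenylation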
TRPC6 act = mouse TRPC6 channel activators, primary screen, cell-based, HEK293, membrane potential dye. Short transient receptor potential channel 6 (Mus musculus), Q61143. B-score at 10 µM. hit rate 0.13% among 310,000. HEK293-TRPC6 membrane potential dye fluorescence; hits give high values;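 active means B-score of the integrated fluorescence ratio above library mean plus 3 SD, and starting fluorescence ratio within library mean plus 5 SD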;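 further: higher score means more depolarization so channel activation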
Target sequence (Q61143 whole entry, looked up): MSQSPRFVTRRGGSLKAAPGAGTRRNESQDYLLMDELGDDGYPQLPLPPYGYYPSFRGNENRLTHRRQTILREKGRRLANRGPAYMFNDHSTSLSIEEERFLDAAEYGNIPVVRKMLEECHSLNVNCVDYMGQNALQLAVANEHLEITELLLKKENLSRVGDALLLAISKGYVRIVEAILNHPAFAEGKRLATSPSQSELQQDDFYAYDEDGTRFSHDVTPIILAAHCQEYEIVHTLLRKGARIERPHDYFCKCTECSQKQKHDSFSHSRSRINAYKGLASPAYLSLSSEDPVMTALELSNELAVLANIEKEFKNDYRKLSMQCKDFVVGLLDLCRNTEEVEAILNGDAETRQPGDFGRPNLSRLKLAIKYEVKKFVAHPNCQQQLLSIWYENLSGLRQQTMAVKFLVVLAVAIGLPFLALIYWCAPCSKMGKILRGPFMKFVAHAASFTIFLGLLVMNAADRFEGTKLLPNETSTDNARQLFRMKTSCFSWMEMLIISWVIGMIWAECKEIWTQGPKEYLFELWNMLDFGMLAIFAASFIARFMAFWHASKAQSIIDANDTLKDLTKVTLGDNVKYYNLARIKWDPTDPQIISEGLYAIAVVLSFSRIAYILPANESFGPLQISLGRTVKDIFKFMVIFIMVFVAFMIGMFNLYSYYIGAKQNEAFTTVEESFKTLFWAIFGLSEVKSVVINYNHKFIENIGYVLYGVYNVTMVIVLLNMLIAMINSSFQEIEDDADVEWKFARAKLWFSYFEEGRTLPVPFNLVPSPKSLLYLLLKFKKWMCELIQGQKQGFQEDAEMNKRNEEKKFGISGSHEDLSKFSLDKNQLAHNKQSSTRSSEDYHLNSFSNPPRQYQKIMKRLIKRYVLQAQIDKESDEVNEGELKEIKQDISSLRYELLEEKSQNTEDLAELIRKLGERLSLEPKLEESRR
MrgX1 antag = antagonists of human MrgX1 receptor, primary screen, HEK293 cells, Fluo-4 calcium flux; AID 588676, 2011; BAM8-22 antagonism; hits give low values; Mas-related G-protein coupled receptor member X1 (Homo sapiens), Q96LB2; B-score at 10 µM; hit rate 1.3% among 310,000;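 active means calcium-response B-score plate-corrected more than 3 library SD below zero, starting fluorescence within 5 deviations, no agonist response on first addition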;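 further: peak minus trough fluorescence over baseline after final BAM8-22 challenge near maximal dose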
TRPC4 inh = inhibitors of mouse TRPC4 channel, primary screen, Fluo4 calcium, HEK293 TRPC4beta/mu-opioid cells; DAMGO-evoked Fluo4 calcium flux; hits give low values; B-score at 10 µM; hit rate 0.39% among 300,000; AID 2247, 2010;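 active means B-score over 3 SD under the library average, no early fluorescence shift, positive overall ratio signal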
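material = TRPC4beta/mu-opioid receptor HEK293 cell line | probe or stimulus = sequential submaximal and maximal DAMGO stimulation | compound dosing = one concentration per compound | measured by = Fluo4 Ca2+ flux fluorescence | evaluation = integrated fluorescence ratio relative to baseline, converted to per-well B score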
AI-2 QS modul = Vibrio harveyi AI-2 quorum sensing modulators, primary screen, JMH597 strain, luminescence/OD600 ratio; Vibrio harveyi JMH597 AI-2 luminescence/OD600 ratio, 9 h; hits give low values; strain lacks LuxN and CqsS sensors; 0 = neutral-control median; activity change, % at 7.5 µM; hit rate 0.4% among 300,000; AID 2094, 2009; in the data active means activity change below about -75%, passing the limit was not always enough;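 further: luminescence divided by OD600 gain over 9 h not by final OD600 alone; inactives centre near 13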
MrgX1 agonist = agonists of human MrgX1 receptor, primary screen, HEK293 cells, Fluo-4 calcium flux. Mas-related G-protein coupled receptor member X1 (Homo sapiens), Q96LB2. Fluo-4 calcium fluorescence, agonist mode; hits give high values. B-score at 10 µM. hit rate 0.44% among 310,000;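 active means calcium response B-score plate-corrected fluorescence ratio at least 3 library SD, with starting fluorescence B-score inside 5 SD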
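Assay system: stable human MrgX1 HEK293 cell line. Quantity: 15,000 cells per well. Schedule: cells plated overnight, dye loaded 0.5 h 37 °C, 0.5 h room temperature. Detection: Fluo-4 NW calcium-flux fluorescence, kinetic read. Read-out basis: peak-minus-minimum fluorescence over baseline, converted to B scores. Control set: positive and negative control wells on each plate.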
TRPC6 inh = mouse TRPC6 channel inhibitors, primary screen, cell-based, HEK293, membrane potential dye; Short transient receptor potential channel 6 (Mus musculus), Q61143; ACh-evoked depolarization; hits give low values; B-score at 10 µM; hit rate 1.1% among 310,000;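 active means B-score under library mean minus 3 SD, initial fluorescence not abnormally high, positive integrated signal ratio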;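 further: B-score derived from integrated fluorescence ratio over the kinetic read; more negative B-score means stronger inhibition of depolarization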
TRPC4 PAM = positive allosteric modulators of TRPC4, primary screen, cell-based, mouse TRPC4beta, HEK293 mu-opioid, Fluo-4 calcium. DAMGO EC20, Fluo-4 Ca2+ flux; hits give high values. B-score at 10 µM. hit rate 0.42% among 310,000. AID 2227, 2009;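 active means B-score of calcium response area above 5 SD of library B-scores, with initial fluorescence ratio within 5 SD of library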;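 further: B-score of integrated fluorescence ratio over time as area under calcium response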
TRPC4 agonist = activators of mouse TRPC4 channel, primary screen, Fluo4 calcium, HEK293 TRPC4beta/mu-opioid cells; hit rate 0.49% among 310,000; B-score at 10 µM; Fluo4 calcium fluorescence; hits give high values; Short transient receptor potential channel 4 (Mus musculus), Q9QUQ5; AID 2237, 2010;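 active means B-score above 5 SD of library B-scores, and initial fluorescence ratio not above library mean plus 5 SD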;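 further: positive B-score marks a calcium rise read as TRPC4 activation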
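Assay system: HEK293 cells stably co-expressing mouse TRPC4beta and mu-opioid receptor / Timing: Fluo4 dye loading 45 min at room temperature, 110 s recording / Signal: Fluo4 calcium-sensitive dye fluorescence, kinetic, 1 Hz baseline / Read-out: integrated baseline-normalised fluorescence ratio, converted to per-well B score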
HIF act = HIF pathway transcriptional activators, primary screen, cell-based, U2OS HRE-luciferase, luminescence; hit rate 0.32% among 300,000; U2OS HRE-luciferase reporter; normalized: DMSO 0%, desferrioxamine 100%; activation, % at 7.5 µM (by protocol);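 active means mean activation of at least 10% of the iron chelator positive control signal, with at least half of replicates also reaching 10%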
* hit, by the source's call; i = inactive; x = not tested or not shown.

structure	MrgX1 PAM	PolyA inh	TRPC6 act	MrgX1 antag	TRPC4 inh	AI-2 QS modul	MrgX1 agonist	TRPC6 inh	TRPC4 PAM	TRPC4 agonist	HIF act
COc1ccc(-c2cc(C(F)(F)F)nc(-n3cncn3)n2)cc1	i	i	i	i	i	15	i	i	i	i	-0.4
COC(=O)c1cc2sccc2n1CC(=O)N1CCCc2ccccc21	i	i	i	i	i	26	i	i	i	i	-0.2
COc1ccc(S(=O)(=O)N2CC(=O)Nc3ccccc32)cc1Cl	i	i	i	i	i	9	i	i	i	i	-21
CCOC(=O)N1C2=NC(C(=O)OC)=C(C(=O)OC)[C@@H]3N(Cc4ccccc4)c4ccccc4[C@]23C[C@H]1C(=O)OC	i	i	i	i	i	16	i	i	i	i	-0.9
CCOC(=O)CSc1nc2c(c(=O)[nH]1)C(C)(CC)Cc1ccccc1-2 (configuration not stated)	i	i	i	i	i	24	i	i	i	i	5.2
CCN(Cc1ccccc1)Cc1c(C)[nH]c2c(C)c(C)ccc2c1=O	i	i	i	i	i	23	i	i	i	i	-0.4
CN1CCC(NCCC(c2ccc(F)cc2)c2ccc(Cl)cc2)CC1 (configuration not stated)	i	i	i	-4.6*	i	11	i	-5.4*	i	i	-16
CCCc1nnc(NS(=O)(=O)c2ccccc2)s1	i	i	i	i	i	27	i	i	i	i	1.3
CCOc1ccccc1C(=O)N[C@H](C(=O)Nc1ccc(OC)c(S(=O)(=O)N2CCOCC2)c1)C(C)C	i	x	i	i	i	11	i	i	i	i	x
COC(=O)c1cc(CNC(=O)c2ccc(N3CCCC3)c([N+](=O)[O-])c2)ccc1OC	i	i	i	i	i	0	i	i	i	i	-0.2
CN(CC(=O)Nc1ccccc1C(F)(F)F)C(=O)CC1OC(=O)c2ccccc21 (configuration not stated)	i	i	i	i	i	24	i	i	i	i	0.5
CCCCC1CCC(C(=O)OCC(=O)Nc2ccc(S(N)(=O)=O)cc2)CC1 (configuration not stated)	i	i	i	i	i	47	i	i	i	i	-2.9
COc1ccc(NC(=S)N(Cc2ccc(C)cc2)Cc2ccccn2)cc1	i	i	i	i	i	9	i	i	i	i	4.0
Cc1nn(CC(=O)NCCc2ccc(Cl)cc2)c(=O)c2cccn12	i	i	i	i	i	33	i	i	i	i	0.3
COc1ccc(OC)c2c1C(=O)C(Cl)=C(Cl)C2=O	i	i	i	i	i	22	i	i	i	i	-6.4
CC(NC(=O)CCCCCNC(=O)N1CCn2c1nc1ccccc12)c1ccccc1 (configuration not stated)	i	i	i	i	i	55	i	i	i	i	-0.1
CCn1c(C)c(CS(=O)(=O)c2ccccc2)[nH]c1=O	i	i	i	i	i	30	i	i	i	i	0.1
CCCOc1cccc(C2C(C(=O)c3cccs3)=C(O)C(=O)N2CCN2CCOCC2)c1 (configuration not stated)	i	i	i	i	i	-2	i	i	i	i	0.0
COc1ccc2oc(=N)c(-c3nnc4n3CCCCC4)cc2c1	i	i	i	i	i	0	i	i	i	i	0.2
COc1cc2c(cc1OC)C(C)N(C(=O)Nc1ccccc1)CC2 (configuration not stated)	i	i	i	i	i	-3	i	i	i	i	-0.1
CN1/C(=C\C=C(C#N)C#N)C(C)(C)c2ccccc21	i	i	i	i	i	26	i	i	i	i	-0.3
O=C1C(=O)N(c2cccc(Cl)c2)C(c2ccccc2[N+](=O)[O-])/C1=C(\O)c1ccccc1 (configuration not stated)	i	i	i	i	i	21	i	i	i	i	0.3
Clc1nc(NC2CCCC2)nc(N2CCOCC2)n1	i	i	i	i	i	20	i	i	i	i	-1.1
O=C(CSc1nc2ccccc2c(=O)[nH]1)Nc1ccccc1N1CCOCC1	i	i	i	i	i	15	i	i	i	i	-0.5
CC(=O)c1ccc(NC(=O)c2cccs2)cc1	i	i	i	i	i	17	i	i	i	i	2.2
Cc1ccccc1-c1nc(CS(=O)(=O)CC(=O)NCCN2CCOCC2)c(C)o1	i	i	i	i	i	5	i	i	i	i	-0.3
CCN1CCN(C(=O)c2ccc(COc3cccc(Cl)c3)o2)CC1	i	i	i	i	i	11	i	i	i	i	0.2
COc1cc(-c2nnc(-c3ccccc3)o2)cc(OC)c1OC	i	i	i	-4.9*	i	8	i	i	i	i	0.9
COC(=O)Cc1ccc(NC(=O)c2ccc3c(c2)C(=O)N(CC2CCCO2)C3=O)cc1 (configuration not stated)	i	i	i	i	i	0	i	i	i	i	0.4
O=C(ONC1=NCCCCC1)c1ccc(Cl)cc1	i	i	i	i	i	18	i	i	i	i	-0.5
CCCc1cc(=O)[nH]c(Nc2ccc(O)cc2)n1	i	i	i	i	i	-3	i	i	i	i	-0.1
CCN1CCN(c2ccc(NC(=O)COc3ccccc3Cl)cc2)CC1	i	i	i	i	i	44	i	i	i	i	2.1
CCCn1nc2cc(C(=O)NCc3ccc(OC)cc3)ccc2c1OCC	i	i	i	-5*	i	18	i	i	i	i	0.1
COC(=O)c1ccc(COc2cccc3c2CCN(Cc2cccc(C)c2)C3=O)o1	i	i	i	i	i	25	i	i	i	i	0.5
COC(=O)c1cn(C(=O)c2cc(OC)c(OC)c(OC)c2)c2ccccc12	i	i	i	i	i	4	i	i	i	i	-43
C=CCN(CC=C)C(=O)c1cccc(OC2CCN(CC(C)(C)C)CC2)c1	i	i	i	i	i	8	i	i	i	i	1.1
Nc1c(N=Nc2ccccc2F)c(=O)[nH]n1-c1ccccc1	i	i	i	i	i	8	i	i	i	i	2.5
Cc1ccc(-n2nc3ccc(N)cc3n2)c(C)c1	i	i	i	i	i	17	i	i	i	i	-1.3
O=C(Nc1ccc(N2C(=O)C3C4C=CC(C4)C3C2=O)cc1)Nc1nncs1 (configuration not stated)	i	i	i	-4.6*	i	8	i	i	i	i	0.1
Cc1cc(Cl)ccc1OCC(=O)NNC(=O)c1ccco1	i	i	i	i	i	20	i	i	i	i	0.3
O=C1CC(N2CCC(c3nc4ccccc4[nH]3)CC2)C(=O)N1c1ccccc1F (configuration not stated)	i	i	i	i	i	9	i	i	i	i	-0.7
COc1ccc(CCNC(=O)C(=O)NCC2OCCN2C(=O)c2ccc(Cl)cc2)cc1 (configuration not stated)	i	i	i	i	i	3	i	i	i	i	-0.2
CNCCCOc1ccc(C)cc1OC	i	i	i	i	i	32	i	i	i	i	-0.3
CC1(C)C2CCC(C2)C1(C)NC(=O)C[N+](C)(C)C (configuration not stated)	i	i	i	i	i	6	i	i	i	i	-0.3
CC(C)(O)[C@@H]1[C@@H]2C[C@@]3(CC[C@]4(C)C(CCC5[C@@]6(C)CC[C@H](O)C(C)(C)C6CC[C@]54C)[C@@H]13)C(=O)O2 (some centres not stated)	i	i	i	i	i	-8	i	i	i	i	-0.2
FC(F)(F)c1ccccc1NC1=NCCC1	i	i	i	i	i	12	i	i	i	i	-0.5
COc1cc(C2C(C#N)=C(N)OC3=C2C(=O)CC(C)(C)C3)c([N+](=O)[O-])cc1OC (configuration not stated)	i	i	i	i	i	7	29*	i	i	i	-0.1
Nc1cc(Cl)ccc1C(=O)OCC(=O)NC1CCCCC1	i	i	i	i	i	0	i	i	i	i	0.1
CCOCCc1nnc(NC(=O)C(CC)c2ccccc2)s1 (configuration not stated)	i	i	i	i	i	-4	i	i	i	i	0.0
CCn1cc(CN2CCC(n3nccc3NC(=O)CCOc3ccccc3)CC2)cn1	i	i	i	i	i	-9	i	i	i	72*	-0.2

(list continues)
structure	MrgX1 PAM	PolyA inh	TRPC6 act	MrgX1 antag	TRPC4 inh	AI-2 QS modul	MrgX1 agonist	TRPC6 inh	TRPC4 PAM	TRPC4 agonist	HIF act
CCOC(=O)CSc1ccc2nnc(-c3ccncc3)n2n1	i	i	i	i	i	15	i	i	i	i	0.0
Cc1csc(NC(=O)CCC(=O)N(CC(=O)NC2CCCC2)Cc2ccco2)n1	i	i	i	i	i	20	i	i	i	i	-0.4
Cc1cccc(NC(=S)NC2CC3CCCC(C2)N3CC(C)C)c1C (configuration not stated)	i	i	i	i	i	17	i	i	i	i	0.7
Cc1ccc(S(=O)(=O)N2CCN(C(=O)N3CCOCC3)CC2)cc1C	i	x	i	i	i	3	i	i	i	i	1.4
C=C(C)CSc1nc2sc3c(c2c(=O)n1C1CCCCC1)CCN(C)C3	i	i	i	i	i	15	i	-7.5*	i	i	0.4
Cc1cc(C(=O)Nc2sc(C)c(C)c2C#N)no1	i	i	i	i	i	4	i	i	i	i	1.7
O=C(/C=C/c1ccc(Cl)cc1Cl)NC(=S)Nc1ccc(CN2CCOCC2)cc1	i	i	i	i	i	22	i	i	i	i	0.2
CC1(C)Cc2cccc(OCC(=O)N3CCN(S(=O)(=O)c4ccccc4)CC3)c2O1	i	i	i	i	i	16	i	i	i	i	0.0

These rows are one share of the data, so the mix of outcomes need not match the whole.
